Screens: PubChem BioAssay, National Center for Advancing Translational Sciences (NCATS)
KB-V1 cytotox – qHTS assay for MDR1-selective chemotherapeutics: Primary screen using the drug-selected MDR subline cells KB-V1; KB-V1 MDR cells viability, CellTiter-Glo, 72 h; Potency, µM (doses to about 46.1 µM), for the others: at the highest dose activity change, negative = cytotoxicity, usual class: cytotoxic; 400,000 tested, 3.4% active; also: potency is read from the fitted curve at half-maximal effect; % is scaled to controls: 0 for no effect and ±100 for the full control effect; nearly all actives have a fitted effect of over 60% in size
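KB-V1 cells (P-gp-expressing MDR subline of KB-3-1) in phenol-red-free DMEM with 10% FBS were exposed to library compounds over a concentration series for 72 h at 37 degrees C. Viability read by CellTiter-Glo luminescence; concentration-effect curves fitted after normalization.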
SW480 rereplic – A quantitative high throughput screen for small molecules that induce DNA re-replication in SW480 colon adenocarcinoma cells; SW480 DNA re-replication, Hoechst DNA content imaging, 48 h; AID 624297, 2012; Potency, µM (top dose mostly 46.1 µM), for inactives: at the top dose re-replication activation, usual class: activators; 340,000 tested, 1.8% active; also: potency is read from the fitted curve at half-maximal effect; % of control where 0% means no effect; nearly all actives have a fitted effect of over 55% in size
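DNA re-replication was detected as more nuclei of elevated Hoechst intensity after 48 hr exposure to compound (23 nL pinned per well of 250 cells).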
IL1B secr inh – qHTS for Inhibitors of Inflammasome Signaling: IL-1-beta AlphaLISA Primary Screen; 360,000 tested, 4.7% active; activity change, % at 57.5 µM; THP-1 LPS/ATP IL-1B secretion, AlphaLISA, 16 h; hits give low values; in the data active = activity change below about -50%; inconclusive = mostly about -30% to -49%; also: % is scaled to controls: 0 for no effect and ±100 for the full control effect
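Secreted IL-1B measured by AlphaLISA bead assay after 16 h compound exposure of THP-1 cells; compounds (final up to 57.5 uM) added 1 h before LPS (250 ng/mL) and ATP (1.25 mM) stimulation; lower signal means less secretion.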
MCF10A rereplic – A quantitative high throughput screen for small molecules that induce DNA re-replication in MCF 10a normal breast cells; AID 624296, 2012; Potency, µM (doses to about 46.1 µM), inactives show at the highest dose activity, positive = re-replication, usual class: activators; 350,000 tested, 2.9% active; MCF 10A DNA re-replication, Hoechst nuclear intensity, 48 h; also: potency is read from the fitted curve at half-maximal effect; % of control where 0% means no effect; nearly all actives have a fitted effect of over 50% in size
HT1080 IDH1KD tx – qHTS for induction of synthetic lethality in tumor cells producing 2HG: qHTS for the HT-1080-IDH1KD cell line; HT-1080 IDH1 knockdown viability, ATP luminescence, 48 h; 360,000 tested, 2% active; AID 686971, 2013; Potency, µM (doses to about 46.1 µM), for the others: at the top dose activity, negative = toxicity, actives largely listed as cytotoxic;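 also: potency is read from the fitted curve at half-maximal effect; 0% = DMSO wells and -100% = cell-free medium wells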
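% activity derives from luminescence (CellTiter-Glo), normalised to DMSO and no-cell wells. HT-1080-IDH1KD cells, 750/well, had 48 h compound exposure at 37 °C.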
KB-3-1 tox – qHTS assay for MDR1-selective chemotherapeutics: Primary screen using the parental adenocarcinoma cell KB-3-1. KB-3-1 viability, CellTiter-Glo ATP luminescence, 72 h. Potency, µM (doses to about 46.1 µM), inactives show top-dose activity change, negative = cytotoxic, most hits filed as cytotoxic. 400,000 tested, 1.4% active. AID 1347075, 2019; also: potency is read from the fitted curve at half-maximal effect; % is scaled to controls: 0 for no effect and ±100 for the full control effect; nearly all actives have a fitted effect of over 60% in size
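Using CellTiter-Glo luminescence, growth of non-resistant KB-3-1 adenocarcinoma cells is assessed 72 h after pin-tool compound addition at 37 °C. Normalized responses across the concentration series yield fitted curves.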
HT1080-NT tox – qHTS for induction of synthetic lethality in tumor cells producing 2HG: qHTS for the HT-1080-NT fibrosarcoma cell line. HT-1080-NT fibrosarcoma viability, CellTiter-Glo ATP luminescence, 48 h. Potency, µM (series often up to 46.1 µM), inactives show top-dose activity, negative = less viability, usual class: cytotoxic. 360,000 tested, 1.6% active;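 also: NT is the 2HG producing partner of a matched IDH1 knockdown line; potency is read from the fitted curve at half-maximal effect; 0% = DMSO-treated cells and -100% = media-only wells without cells; nearly all actives have a fitted effect of over 55% in size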
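Viability by CellTiter-Glo luminescence after 48 h compound exposure at 37C of HT-1080-NT cells (750/well, RPMI, 5% FBS). % activity scaled between DMSO wells and medium-only wells, then curve-fitted and categorized by curve class.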
ATXN viability – Viability Counterscreen for Primary qHTS for Inhibitors of ATXN expression; 400,000 tested, 0.49% active; Potency, µM (series often up to 56.7 µM), usual class: cytotoxic; S2 cells (HEK-293 line with an ATXN2-luciferase reporter) viability, CellTiter-Fluor protease fluorescence, 24 h; also: potency is read from the fitted curve at half-maximal effect; nearly all actives have a fitted effect of over 40% in size
ATXN2 expr inh – Primary qHTS for Inhibitors of ATXN expression; HEK-293 ATXN2-luciferase reporter, luminescence, 24 h; Potency, µM (doses to about 57 µM), for inactives: at the highest dose activity change, negative = inhibition, actives largely listed as inhibitors; 360,000 tested, 0.72% active; AID 1745845, 2022; also: potency is read from the fitted curve at half-maximal effect; % is scaled to controls: 0 for no effect and ±100 for the full control effect; nearly all actives have a fitted effect of over 55% in size
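ATXN2-luciferase reporter cells (luciferase flanked by upstream and downstream ATXN2 gene portions) were treated 24 h at 37 °C with compounds at up to 57 uM. SteadyGlo luminescence gave expression; GF-AFC fluorescence gave viability.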
Starred values were filed as active, the others as inactive; i = inactive; ? = inconclusive; nt = not tested or not shown; & = joins results of further samples; [ ] = dose if it differs, or a comment. Unless noted, calls follow the shape of the dose curve; as a rule, active = well fitted curve in the direction sought with a large enough effect; inconclusive = small, poorly fitted or top-dose-only effect, or another doubt; inactive = no such curve, though single readings can be large; an effect the other way counts as inactive or inconclusive.

#1 CC(=O)c1cn(-c2ccc(Cl)cc2)c(=O)[nH]c1=O
#2 Cn1c(O)c(N=NC(=O)Cc2c[nH]c3ccccc23)c2ccccc21
#3 Cc1ccccc1SCC(=O)N1CCN(c2ccc(C(F)(F)F)cn2)CC1
#4 C=CCc1cc(Cl)ccc1OCCOCCNC(C)CC (centres undefined)
#5 CC1CC(C)(C)CC2(C1)NC(=O)N(CC(=O)NC1CCCc3ccccc31)C2=O (centres undefined)
#6 COc1ccc(S(=O)(=O)N2CCC(C(=O)N3CCCCC3)CC2)cc1
#7 CCC(=O)N1CCc2cc(S(=O)(=O)NC(CC(C)C)C(=O)NCc3cccc(OC)c3)ccc21 (centres undefined)
#8 O=C(NCc1cccs1)C1CC(=O)N(c2ccc(F)cc2)C1 (centres undefined)
screen / no.,1,2,3,4,5,6,7,8
ATXN2 expr inh,-14%,-17%,?,-9%,0%,-8%,3%,3%
KB-V1 cytotox,13%,-7%,?,-28%,21µM*,?,5%,4%
SW480 rereplic,16%,-4%,-2%,?,-1%,-17%,nt,-18%
KB-3-1 tox,1%,16%,-21%,-20%,4%,-20%,1%,22%
MCF10A rereplic,8%,7%,-2%,?,1%,0%,nt,-2%
ATXN viability,i,?,i,i,i,i,i,i
HT1080 IDH1KD tx,3%,3%,-12%,?,4%,-4%,nt,4%
HT1080-NT tox,8%,-3%,-13%,16µM*,9%,-8%,nt,8%
IL1B secr inh,19,-30,-92*,-78*,3,14,nt,8

#9 CN(Cc1ncc[nH]1)C(=O)CC1C(=O)NCCN1Cc1c(F)cccc1Cl (centres undefined)
#10 C/C(=N\NC(=O)Cc1ccc(Cl)cc1)c1cccc(NC(=O)c2cccnc2)c1
#11 O=C(c1ccccn1)N1CCN(C(=O)c2ccccn2)CC1
#12 CCOc1ccc(NC(=O)c2ccccc2SC)cc1
#13 O=C(CSc1nnc(CNC(=O)c2ccccc2)n1-c1ccc(F)cc1)Nc1ccccc1F
#14 COc1ccc(N2C(=O)c3ccccc3S2(=O)=O)cc1
#15 CCCC1(CCC)NC(=O)N(CC(=O)Nc2ccc(Cl)c(S(=O)(=O)N3CCOCC3)c2)C1=O
#16 CC(=O)c1cccc(OC(=O)Oc2cccc(C(C)=O)c2)c1
screen / no.,9,10,11,12,13,14,15,16
ATXN2 expr inh,-25%[11.3 µM],-23%,7%,27%,-6%,1%,5%,-14%
KB-V1 cytotox,8%,10%,3%,-2%,7%,0%&-6%,?,-30%
SW480 rereplic,0%,-1%,-2%,21%,nt,-8%,-1%,5%
KB-3-1 tox,-2%,3%,4%,-11%,0%,?,-13%,-20%
MCF10A rereplic,10%,-4%,6%,-2%,nt,7%,16%,?
ATXN viability,i,i,i,i,i,i,i,i
HT1080 IDH1KD tx,0%,-18%,10%,11%,nt,-1%,8%,-10%
HT1080-NT tox,-3%,?,11%,23%,nt,-1%,6%,-7%
IL1B secr inh,-8,0,0,-20,nt,0,-63*,2

#17 COc1ccc(CNC(=O)c2cnc(C)cn2)c(OC)c1
#18 S=C(Nc1ccccc1Oc1ccccc1)Nc1cccc(Cl)c1Cl
#19 Cc1ccc(CSC2=Nc3ccccc3C3=NC(CCC(=O)N4CCN(c5ccccc5)CC4)C(=O)N23)cc1 (centres undefined)
#20 CC(C)NC(=O)CC(=O)N/N=C/c1c(F)cccc1Cl
#21 COc1ccc(C(=O)NC2CCCCCC2)cc1S(=O)(=O)N1CCCc2ccccc21
#22 CN1CCN(Cc2nc3c([nH]2)c(=O)[nH]c(=O)n3C)CC1
#23 O=C(NCCCN1CCCC1=O)Nc1ccccc1Cl
#24 COc1ccc(NC(=O)C2CCCN(S(C)(=O)=O)C2)c(OC)c1 (centres undefined)
screen / no.,17,18,19,20,21,22,23,24
ATXN2 expr inh,18%,-3%,4%,1%,11%,-2%,3%,-6%
KB-V1 cytotox,-8%,21µM*,10%,-6%,0%,23%,15%,-43%
SW480 rereplic,-10%,-41%[inhibitor],nt,-1%,20%,-4%,1%,15%
KB-3-1 tox,1%,23µM*,-4%,4%,?,0%,7%,5%
MCF10A rereplic,-9%,?,nt,-1%,-3%,-179%[0.0737 µM],4%,2%
ATXN viability,i,i,?,i,i,i,i,?
HT1080 IDH1KD tx,4%,27%,nt,8%,5%,-3%,6%,18%
HT1080-NT tox,4%,4%,nt,-3%,14%,1%,15%,-6%
IL1B secr inh,0,0,nt,13,-1,11,15,-21

Profiles from above.
`O=C(c1ccccn1)N1CCN(C(=O)c2ccccn2)CC1` as listed: ATXN2 expr inh: 7%; KB-V1 cytotox: 3%; SW480 rereplic: -2%; KB-3-1 tox: 4%; MCF10A rereplic: 6%; ATXN viability: i; HT1080 IDH1KD tx: 10%; HT1080-NT tox: 11%; IL1B secr inh: 0
`COc1ccc(S(=O)(=O)N2CCC(C(=O)N3CCCCC3)CC2)cc1` as listed: ATXN2 expr inh: -8%; KB-V1 cytotox: ?; SW480 rereplic: -17%; KB-3-1 tox: -20%; MCF10A rereplic: 0%; ATXN viability: i; HT1080 IDH1KD tx: -4%; HT1080-NT tox: -8%; IL1B secr inh: 14

(more compounds)
#25 O=C(NC1=NCCCCC1)c1cccc2ccccc12
#26 NC1=NC(=O)/C(=C\c2ccc(-c3ccc(Cl)cc3)o2)S1
#27 Cc1cc(Nc2ccc(Br)cc2F)n2ncnc2n1
#28 CCCCn1c(N)c(N(CCC(C)C)C(=O)c2c(C)noc2C)c(=O)[nH]c1=O
#29 CC(C)C(NC(=O)c1ccc(F)cc1)C(=O)N1CCC1 (centres undefined)
#30 COc1ccccc1/C=c1\sc2nc(-c3ccco3)nn2c1=O
#31 CCCCCC(O)(CCN1CCCCC1)c1ccc(OCC)cc1 (centres undefined)
#32 CCOC(=O)CCC(NC(=O)c1ccccc1C(=O)NC(CCC(=O)OCC)C(=O)OCC)C(=O)OCC (centres undefined)
screen / no.,25,26,27,28,29,30,31,32
ATXN2 expr inh,20%,2%,7%,10%,-5%,-26%,-22%,-13%
KB-V1 cytotox,1%,?,?,-3%,?,-6%,-25%,18%
SW480 rereplic,1%,?,-18%,-3%,?,6%,14%,3%
KB-3-1 tox,12%,-21%,-26%,-1%,11%,-5%,2%,11%
MCF10A rereplic,-2%,7.3µM*,5%,0%,-1%,?,?,0%
ATXN viability,i,i,i,i,i,i,i,i
HT1080 IDH1KD tx,-8%,-27%,10%,22%,-10%,2%,?,0%
HT1080-NT tox,-10%,-26%,10%,22%,-2%,2%,-22%,0%
IL1B secr inh,-12,55,-13,4,32,-1,-20,32

#33 COc1ccc(N2CCN(C(=O)CCCCn3c(=O)[nH]c4ccsc4c3=O)CC2)cc1
#34 Cc1cc(-c2ccccc2)nc(N(C)NC(=O)C(C)(C)C)c1S(C)(=O)=O
#35 CCOC(=O)Cc1cnc(NC(=O)CSc2nc3ncnc(N)c3[nH]2)s1
#36 CCC(=O)C1CCCN(C(=O)CCc2nnc(-c3ccc4c(c3)OCO4)o2)C1 (centres undefined)
#37 CC1CCCN(S(=O)(=O)c2ccc(C(=O)Nc3nnc(-c4ccco4)o3)cc2)C1 (centres undefined)
#38 Nc1nccnc1C(=O)OCc1nc2sc3c(c2c(=O)[nH]1)CCCC3
#39 COc1ccc(/C=C2\CCCC3C2=NN(C(=O)COC(=O)CNC(=O)c2ccccc2)C3c2ccc(OC)cc2)cc1 (centres undefined)
#40 Cc1cccc2sc(NC(=O)CSc3nnnn3C)nc12
screen / no.,33,34,35,36,37,38,39,40
ATXN2 expr inh,1%&-19%,-6%,-5%,23%,?,-2%,1%,9%
KB-V1 cytotox,-8%&12%,?,?,-12%,7.3µM*,-6%,-26%,24%
SW480 rereplic,-16%,-84%[inhibitor],?,-26%,?,-1%,?,0%
KB-3-1 tox,1%&0%,-5%,-7%,-1%,?,2%,-7%,7%
MCF10A rereplic,-2%,-44%[inhibitor],0.65µM*,-1%,20%,6%,12%,18%
ATXN viability,i,i,?,i,?,i,i,i
HT1080 IDH1KD tx,-11%,18%,-7%,-7%,17%,11%,-1%,-4%
HT1080-NT tox,14%,20%,-5%,-9%,-8%,14%,-17%,-6%
IL1B secr inh,15,11,0,-10,28,11,-10,-10

#41 Cc1ccc(C)c(C2C(C#N)=C(N)Oc3cc(C)oc(=O)c32)c1 (centres undefined)
#42 O=C1CC(C(=O)Nc2cccc(Cl)c2)n2ncnc2N1 (centres undefined)
#43 O=S(=O)(c1ccc(Cl)s1)N1CCC(Cc2ccccc2)CC1
#44 O=C(O)CC/C(=N\Nc1ccccc1[N+](=O)[O-])c1cccs1
#45 COC(=O)c1sc2nc3c(c(-c4cccs4)c2c1N)CCCC3
#46 O=C(c1cn(-c2ccccc2)nc1-c1cccc([N+](=O)[O-])c1)N1CCCCC1
#47 N#Cc1ccsc1NC(=O)CN1CCCCC1
screen / no.,41,42,43,44,45,46,47
ATXN2 expr inh,4%,10%[11.3 µM],-8%,-1%,-1%,-10%[11.3 µM],5%
KB-V1 cytotox,-8%,-11%,-29%,-2%,?,1%,9%
SW480 rereplic,-27%,2%,1%,-6%,18µM*,15%,-2%
KB-3-1 tox,7%,0%,0%,-17%,-2%,-1%,4%
MCF10A rereplic,?,-5%,18%,0%,9.2µM*,-1%,10%
ATXN viability,i,i,i,?,nt,i,i
HT1080 IDH1KD tx,14%,7%,10%,-15%,-3%,3%,2%
HT1080-NT tox,15%,6%,2%[9.24 µM],?,23%,0%,11%
IL1B secr inh,7,13,42,57,-1,-95*,21
